From PubChem BioAssay
CDK5 inh: inhibitors of human CDK5/p35 kinase, primary screen, biochemical, single concentration. Recombinant CDK5/p35, ADP-Glo luminescence, 60 min. inhibition, % at 10 µM. hit rate 0.01% among 330,000;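 active = highest replicate inhibition of at least 50% and at least 75% of replicates reaching 50%; inconclusive = only one of the two criteria met; inactive = both criteria failed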;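 also: plate controls were DMSO neutral control for no effect and GW8510 at 10 µM for full effect; many of its hits are not listed in these tables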
Target sequence (Q00535 whole entry, looked up): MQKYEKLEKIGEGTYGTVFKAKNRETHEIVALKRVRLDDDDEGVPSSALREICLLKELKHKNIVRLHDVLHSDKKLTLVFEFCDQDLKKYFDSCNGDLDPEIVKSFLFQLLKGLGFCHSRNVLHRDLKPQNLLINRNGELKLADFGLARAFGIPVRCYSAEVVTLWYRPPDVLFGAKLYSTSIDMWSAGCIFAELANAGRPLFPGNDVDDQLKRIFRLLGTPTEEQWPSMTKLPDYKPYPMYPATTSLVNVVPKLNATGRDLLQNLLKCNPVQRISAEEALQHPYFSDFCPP
Target sequence (Q15078 whole entry, looked up): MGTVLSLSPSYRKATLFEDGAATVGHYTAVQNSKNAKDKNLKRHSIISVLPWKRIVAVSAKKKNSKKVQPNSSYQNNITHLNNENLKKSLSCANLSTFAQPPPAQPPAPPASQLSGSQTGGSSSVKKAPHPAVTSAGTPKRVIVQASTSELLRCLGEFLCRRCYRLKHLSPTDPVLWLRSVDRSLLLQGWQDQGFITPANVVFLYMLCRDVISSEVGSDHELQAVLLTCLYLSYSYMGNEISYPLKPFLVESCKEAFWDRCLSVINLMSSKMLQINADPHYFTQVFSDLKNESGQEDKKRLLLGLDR
HTR5A inv ag: HTR5A inverse agonists in luminescence cell assay, primary screen, counter-screen for OPRM1-OPRD1 heterodimer inverse agonist project, full-deck HTS. 5-hydroxytryptamine receptor 5A (Homo sapiens), P47898. HTR5A cell line, inverse agonism. inhibition, % at 9.3 µM. hit rate 0.083% among 340,000; in the data active = inhibition mostly above about 23%, no sharp cut-off; inactive = mostly below about 18%;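 also: 0% = cells with DMSO and 100% = no-cell wells with DMSO; some compounds called inactive have numbers as strong as hits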
E coli growth: E. coli V3065 growth inhibition, primary screen, counter-screen for AddAB inhibitor project, absorbance, OD600 | hit rate 0.27% among 330,000 | 18 h | AID 449728, 2010 | inhibition, % at 11.9 µM;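 active = inhibition above the campaign's mean inhibition across all tested compounds plus 3 SD, cut at about 9.9% in these data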;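 also: uninfected addAB+ strain grown without phage in ampicillin broth; 0% = DMSO wells and 100% = ciprofloxacin 0.95 µg/ml wells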
Tat export inh: E. coli Tat export inhibitors, primary screen, MC4100, TorA-mCherry reporter, fluorescence, single point | inhibition, % at 10 µM | hit rate 0.036% among 340,000;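 active = mean replicate inhibition at least 50% and at least half of replicates individually reaching 50%; inconclusive = only one of the two criteria met; inactive = neither criterion met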;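 also: exported cargo escapes ClpAP degradation while cytoplasmic cargo is degraded and loses fluorescence; 0% = median of neutral control wells and 100% = median of NaSCN control wells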
AddAB inh: growth inhibition of E. coli expressing H. pylori AddAB, primary screen, AddAB inhibitor project, absorbance; inhibition, % at 11.9 µM; hit rate 0.29% among 330,000; in the data active = inhibition above about 12%;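 also: 0% = vehicle wells of infected cells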
DAGLB inhibitor: DAGLB lipase inhibitors, primary screen, biochemical, fluorescence, HTS. Diacylglycerol lipase-beta (Homo sapiens), Q8NCG7. HEK293T DAGLB membrane lysate, EnzChek fluorogenic substrate. inhibition, % at 5.17 µM. hit rate 0.059% among 340,000. AID 504411, 2011; in the data active = inhibition above about 34%;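 also: 0% = enzyme with vehicle and 100% = wells lacking enzyme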
PKA-R1A act: activators of PKA-R1A holoenzyme, primary screen, biochemical, fluorescence polarization, Cy5-IP20, bovine R1A, mouse PKAc. cAMP-dependent protein kinase type I-alpha regulatory subunit (Bos taurus) + …. PKA-R1A dissociation; scaled: DMSO 0%, 113 µM cGMP 100%. activation, % at 11.4 µM. hit rate 0.083% among 340,000. AID 504707, 2011;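 active = percent activation above the mean of all tested compounds plus 3 SD, cut at about 19% in these data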;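 also: higher means more PKAc released from R1A so a rise in polarization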
SUMO Mot1 rescue: yeast Mot1-301 growth rescue at high temperature, primary screen, SUMOylation pathway inhibitor project, S. cerevisiae, ATP luminescence, 38.5C; S. cerevisiae Mot1-301 growth rescue; percent above DMSO median, 100 means doubled; growth rescue, % at 18.8 µM; hit rate 1% among 320,000;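 active = every valid replicate shows activation above 250% relative to neutral control wells; inactive = the rest, any valid replicate at or below 250%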;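 also: OY570 slx delta 5 strain wells were the positive control but not used for scaling; some compounds called inactive have numbers as strong as hits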
HTR5A ag: HTR5A agonists in luminescence cell assay, primary screen, counter-screen for OPRM1-OPRD1 heterodimer agonist project, full-deck HTS | cell-based | activation, % at 9.3 µM | hit rate 0.61% among 340,000; in the data active = activation mostly above about 9.5%, no sharp cut-off; inactive = mostly below about 7.6%;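 also: 0% = cells with vehicle only and 100% = reference agonist; strong numbers were not always called active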
PKA-R2B act: activators of PKA-R2B holoenzyme, primary screen, biochemical, fluorescence polarization, Cy5-IP20, human | cAMP-dependent protein kinase catalytic subunit beta (Homo sapiens) + cAMP-dependent … | PKA-R2B holoenzyme dissociation; R2B truncated from residue 108, S112A mutant; 0% DMSO only, 100% 113 µM cGMP | activation, % at 11.4 µM | hit rate 0.079% among 340,000 | AID 504700, 2011;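 active = activation above a cutoff set at the mean over all compounds plus 3 SD, cut at about 18% in these data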;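 also: higher means more holoenzyme dissociation and a rise in polarization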
Target sequence (P31323 whole entry, looked up, other chains not shown, the tested form may be a part): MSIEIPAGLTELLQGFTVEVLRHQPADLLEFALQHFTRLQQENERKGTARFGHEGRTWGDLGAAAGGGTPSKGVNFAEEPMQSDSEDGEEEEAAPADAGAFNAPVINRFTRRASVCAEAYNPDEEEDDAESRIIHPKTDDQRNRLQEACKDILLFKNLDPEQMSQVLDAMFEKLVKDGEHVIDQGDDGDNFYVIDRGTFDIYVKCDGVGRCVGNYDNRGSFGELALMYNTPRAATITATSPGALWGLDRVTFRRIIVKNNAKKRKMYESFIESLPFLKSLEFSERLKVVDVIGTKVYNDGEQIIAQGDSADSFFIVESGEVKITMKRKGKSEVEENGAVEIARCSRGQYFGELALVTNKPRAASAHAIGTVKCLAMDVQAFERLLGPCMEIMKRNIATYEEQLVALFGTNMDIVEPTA
phage Ecoli inh: growth loss of phage-infected E. coli, primary screen, RecBCD inhibitor project, absorbance, with phage, HTS | inhibition, % at 11.9 µM | hit rate 0.26% among 360,000; in the data active = inhibition above about 11%
The depositor's hits bear a star; ? = inconclusive.

SMILES	CDK5 inh	HTR5A inv ag	E coli growth	Tat export inh	AddAB inh	DAGLB inhibitor	PKA-R1A act	SUMO Mot1 rescue	HTR5A ag	PKA-R2B act	phage Ecoli inh
COc1ccccc1CCC(=O)N(C)CC(=O)Nc1ccc(Cl)c(C(F)(F)F)c1	0.0	3.4	-2.2	13.4	1.9	-2.7	-9.3	-4.2	-4.8	-2.5	1.0
CCCC1=NN2C(=N)/C(=C\c3ccc(OCCOc4ccc(NC(C)=O)cc4)c(OC)c3)C(=O)N=C2S1	1.2	11.7	-0.6	-5.4	1.0	4.1	-2.3	8.4	-3.3	6.6	-0.3
COc1ccc(C2CC(c3ccc(C)cc3)Nc3ncnn32)cc1 (stereo not given)	-0.9	1.6	-2.1	-1.5	4.1	-2.7	0.4	12.9	-0.6	-6.1	1.7
CC(=O)NC(c1ccc(F)cc1)c1cccnc1 (stereo not given)	4.7	-11.9	-0.2	-7.6	-1.4	2.7	-1.4	-25.7	-0.6	-0.6	4.2
CCSc1nnc(-c2ccc(Cl)cc2)c2ccccc12	-0.9	-10.6	-2.2	9.3	-0.2	-4.8	1.4	9.5	-1.9	-12.3	0.9
CC(=O)c1cccc(NC(=O)COC(=O)c2ccccc2C)c1	1.4	1.1	-1.8	-6.4	-0.4	0.2	-9.0	61.6	4.3	-2.1	2.9
C=CCC(O)(CC=C)CNC(=O)C1CCC(=O)N(CCCc2ccccc2)C1 (stereo not given)	-2.3	10.9	0.7	2.3	2.9	1.7	-2.5	1.6	-5.3	-0.5	2.0
CC(OC(=O)c1nsc(Cl)c1Cl)C(=O)NCCc1ccccc1 (stereo not given)	2.2	-9.4	-0.8	0.5	3.7	-7.5	-2.5	242.8	-0.7	-8.3	0.5
CC1=NN(c2ccccc2)C(=O)/C1=C/C=C/C=C/N(C)C	7.9	22.2*	-0.8	-4.3	-2.8	14.6	2.1	-20.2	-7.9	2.3	2.6
COc1ccc2[nH]cc(CCNC(=O)c3ccco3)c2c1	-1.2	-30.4	-0.5	-0.5	2.2	1.8	0.3	275.1	7.3	-2.3	3.0
Cc1cc(C)c(NC(=O)CN(C)C(C)C(=O)N2CCc3ccccc32)c(C)c1 (stereo not given)	0.5	11.9	-0.3	3.3	-0.8	-1.3	-3.9	4.5	-4.9	3.1	-0.1
COc1ccc(CCNc2nc(C)cc(C)c2C#N)cc1OC	-2.9	0.9	0.7	2.6	-0.6	-4.8	9.8	-5.3	-0.2	-4.9	2.1
CCOc1ccc(-n2c(C)nc3cc(C(=O)NCc4ccco4)ccc32)cc1	-1.2	7.8	-0.6	-8.2	1.6	-1.0	-3.9	-12.3	-1.8	3.1	3.0
Cc1ccc([N+](=O)[O-])cc1NC(=O)CN(C(=O)c1ccccc1Cl)C1CCCCC1	0.7	-5.2	0.5	13.0	-3.2	-2.6	-2.4	-20.6	3.0	-3.5	5.0
Cc1ccccc1Cn1c(=O)n(CCCC(=O)NCc2ccco2)c(=O)c2sccc21	-2.6	-20.4	-0.5	-13.6	1.2	-0.8	4.0	-12.6	2.6	11.3	0.6
O=c1cc(-c2ccc(C3CCCCC3)cc2)[nH][nH]1	-7.4	6.7	0.9	1.1	2.7	12.7	7.2	-19.6	-2.6	-4.2	4.0
CN(C)c1ccc(N=Nc2ccccc2C(=O)OCC(=O)N2CCCC2)cc1	-4.0	34.1	1.7	4.7	4.2	26.9	-3.5	-4.6	-5.9	2.4	0.3
COc1ccc(OC)c(Nc2cc(C)nc3ccc(C)cc23)c1	1.0	-12.8	-2.0	-3.4	3.5	0.0	0.7	17.8	1.0	4.9	3.1
O=C1CCc2cc(S(=O)(=O)N3CCN(c4ccccc4)CC3)cc3c2N1CCC3	0.6	5.9	-1.0	-0.5	-2.0	-1.8	-16.8	15.3	0.7	-8.8	4.0
COc1c(C)cc(C(=O)C2CCCN(C(=O)c3cc4nc(C)cc(C)n4n3)C2)cc1C (stereo not given)	-1.4	-15.6	-1.0	-0.8	-1.3	-0.6	9.9	-21.7	-1.2	12.6	1.3
CCN(C[C@H]1N[C@@](C)(C(=O)OC)[C@H]2C(=O)N(Cc3ccccc3)C(=O)[C@@H]12)C(=O)Nc1ccc(F)cc1	-0.6	5.5	4.8	-4.1	3.0	0.3	-3.8	7.9	-1.5	-6.8	2.5
COc1ccccc1-n1cnc2cc(NCc3ccccn3)ccc21	-0.9	28.2	-0.2	-3.8	-1.9	2.9	0.1	-10.2	1.7	0.7	1.2
Cc1ccc(OCc2csc(N)n2)cc1	0.4	10.8	-2.2	2.2	-0.1	-1.8	0.0	19.7	-2.0	13.2	2.0
C/C(=C\C(=O)c1cccnc1)Nc1ccc(C)c(C)c1	2.1	-0.7	-0.9	3.0	1.6	0.0	0.9	8.0	-0.1	-8.1	0.3
N#CCSc1nc2c(cc1C#N)CCCCCC2	3.3	-38.3	1.3	2.3	2.8	-1.1	7.7	144.7	-2.0	-10.2	1.8
CC1(C)SC(=S)N(/N=C/c2cccnc2)C1N(O)C(=O)Nc1ccccc1 (stereo not given)	-2.6	-2.9	-0.7	8.4	0.4	1.8	2.0	18.2	-5.6	6.0	1.7
CCOc1cc(-n2cnnn2)c(OCC)cc1NC(=O)c1cnccn1	0.0	-27.6	-0.3	3.3	0.8	-0.4	3.5	-0.4	0.7	-9.8	-0.5
Cn1ncc([N+](=O)[O-])c1C(=O)Nc1ccc(-c2ccccc2)cc1	-4.6	-26.9	-3.4	17.4	-1.1	-0.1	-0.9	-5.0	7.9	-2.2	-1.5
COc1ccc(NC(=O)CN(C)C(=O)c2cc(-c3ccccc3)nc3ccccc23)cc1	0.8	-1.2	1.7	2.1	2.1	-6.3	-5.0	62.7	0.5	-10.0	2.1
O=C(NNC(=O)c1cc(S(=O)(=O)N2CCOCC2)c(Cl)cc1Cl)c1ccccc1F	-0.1	-6.6	-1.8	-8.4	-0.6	0.8	-12.0	2.2	1.7	-2.4	1.8
O=C(OCc1nnc(-c2ccccc2)o1)c1ccc(S(=O)(=O)NCc2ccco2)cc1	-0.6	30.2	2.3	-0.8	-0.4	0.8	-3.2	-20.1	4.8	-0.9	3.0
Cc1cc(C)c(C(=O)/C=C/c2ccc3c(c2)OCO3)c(=O)[nH]1	-0.6	-20.1	0.0	2.4	-0.3	3.9	4.2	-17.9	7.1	0.3	1.9
CN(C)CCCN(C(=O)c1ccco1)c1nc(-c2ccc(Cl)cc2)cs1	0.5	-7.4	1.2	-1.8	4.7	-3.3	-1.4	4.5	0.5	-5.6	1.1
COCCn1c(SCC(=O)Nc2sc(C)c(C)c2C#N)nnc1C(C)C	0.5	-6.8	0.2	-5.9	4.6	-0.2	4.3	-10.7	0.1	-1.4	5.9
CC1(C)C(=O)C2(CCCCC2)C(=O)OC1C(=O)c1ccccc1 (stereo not given)	-1.2	29.4	-1.2	6.8	3.4	-2.5	5.4	25.5	1.1	10.8	2.2
Cc1ccc(NC(=O)c2ccccc2-c2ccccc2C(=O)O)cc1	-0.9	15.5	-3.7	-0.5	-2.7	3.4	-3.3	-3.6	0.5	3.5	3.0
O=C(CCCc1ccccc1)Nc1ccc2c(c1)OCCO2	6.9	-14.0	-2.0	?	1.2	-4.0	-0.5	-2.6	5.3	-10.3	3.5
CC(C)CCOc1ccc(C2(C)NC(=O)NC2=O)cc1 (stereo not given)	0.1	-22.6	0.4	-0.1	0.3	0.2	2.1	6.1	6.1	0.9	2.4
COc1ccccc1C(=O)Nc1ccc(S(=O)(=O)N2CCN(C)CC2)cc1	-3.4	-22.7	-1.2	-3.0	-0.4	-0.2	3.6	311.6	-0.5	-0.1	1.3
Cc1ccc(S(=O)(=O)N2CCN(C(=O)c3ccco3)CC2)cc1	-2.3	-1.5	-1.4	-9.9	3.5	-0.2	3.6	-11.2	0.4	-1.9	-0.2
O=C(Nc1cc2c3c(c1)CC(=O)N3CCC2)C1CCCCC1	0.6	-6.4	0.4	0.5	-2.1	2.4	-0.3	17.8	0.8	2.0	6.7

Fetched by structure from the entries so far, 3 records:
SMILES	CDK5 inh	HTR5A inv ag	E coli growth	Tat export inh	AddAB inh	DAGLB inhibitor	PKA-R1A act	SUMO Mot1 rescue	HTR5A ag	PKA-R2B act	phage Ecoli inh
CN(C)CCCN(C(=O)c1ccco1)c1nc(-c2ccc(Cl)cc2)cs1	0.5	-7.4	1.2	-1.8	4.7	-3.3	-1.4	4.5	0.5	-5.6	1.1
CC1(C)C(=O)C2(CCCCC2)C(=O)OC1C(=O)c1ccccc1 (stereo not given)	-1.2	29.4	-1.2	6.8	3.4	-2.5	5.4	25.5	1.1	10.8	2.2
Cc1ccc(NC(=O)c2ccccc2-c2ccccc2C(=O)O)cc1	-0.9	15.5	-3.7	-0.5	-2.7	3.4	-3.3	-3.6	0.5	3.5	3.0

Some of these compounds in order of molar mass, ascending.
SMILES	CDK5 inh	HTR5A inv ag	E coli growth	Tat export inh	AddAB inh	DAGLB inhibitor	PKA-R1A act	SUMO Mot1 rescue	HTR5A ag	PKA-R2B act	phage Ecoli inh
Cc1ccc(NC(=O)c2ccccc2-c2ccccc2C(=O)O)cc1	-0.9	15.5	-3.7	-0.5	-2.7	3.4	-3.3	-3.6	0.5	3.5	3.0
Cc1ccc(S(=O)(=O)N2CCN(C(=O)c3ccco3)CC2)cc1	-2.3	-1.5	-1.4	-9.9	3.5	-0.2	3.6	-11.2	0.4	-1.9	-0.2
COCCn1c(SCC(=O)Nc2sc(C)c(C)c2C#N)nnc1C(C)C	0.5	-6.8	0.2	-5.9	4.6	-0.2	4.3	-10.7	0.1	-1.4	5.9
